Shiga toxin inh – Shiga toxin inhibition; Vero cells, Shiga toxin protein synthesis inhibition reporter; inhibition, % at 38.7 µM; actives 9.2% (n = 290,000); AID 2315; in the data active means inhibition mostly above about 28%, no sharp cut-off; inactive means mostly below about 43%; further: 0% is about no effect
Pf growth 96h – inhibits malaria parasite growth, 96 h. P. falciparum luciferase reporter growth, 96 h. Potency, µM (series often up to 28.7 µM), for inactives: top-dose activity change, negative = inhibition, hits mostly inhibitors. actives 6.9% (n = 320,000). AID 504834; further: potency means the concentration at half of the fitted maximal effect; on the % scale 0 is the no-effect control and ±100 the full control effect
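Compounds incubated with erythrocytes infected by luciferase-expressing P. falciparum (2% hematocrit, 0.05% parasitemia final) for 96 hours, 37 C in 5% CO2. Growth inhibition scored as decreased luciferase luminescence.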
LmPK inh – LmPK (Leishmania mexicana) enzyme inhibition | Q27686 | purified LmPK, Kinase-Glo ATP luminescence, 1 h | Potency, µM (top dose mostly 57.5 µM), without a hit: top-dose activity change, negative = inhibition, actives largely listed as inhibitors | actives 0.37% (n = 290,000); further: potency means the concentration at half of the fitted maximal effect; on the % scale 0 is the no-effect control and ±100 the full control effect
Target sequence (Q27686 whole entry, looked up): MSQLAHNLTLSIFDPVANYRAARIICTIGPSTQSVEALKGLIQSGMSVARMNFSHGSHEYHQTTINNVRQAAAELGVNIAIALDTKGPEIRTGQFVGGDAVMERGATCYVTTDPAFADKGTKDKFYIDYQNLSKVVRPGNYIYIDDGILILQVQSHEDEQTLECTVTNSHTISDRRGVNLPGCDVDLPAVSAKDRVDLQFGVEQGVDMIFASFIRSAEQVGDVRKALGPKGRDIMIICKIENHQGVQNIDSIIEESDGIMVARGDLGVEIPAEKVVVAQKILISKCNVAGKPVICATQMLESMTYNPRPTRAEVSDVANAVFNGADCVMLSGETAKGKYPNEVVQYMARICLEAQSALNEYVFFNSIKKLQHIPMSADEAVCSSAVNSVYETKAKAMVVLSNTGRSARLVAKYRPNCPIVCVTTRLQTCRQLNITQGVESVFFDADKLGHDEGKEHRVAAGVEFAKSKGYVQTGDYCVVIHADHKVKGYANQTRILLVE
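0.1 nM LmPK, 0.5 mM PEP, 0.1 mM ADP; 50 mM imidazole pH 7.2, 7 mM MgCl2, 50 mM KCl; 1 h RT. Kinase-Glo luminescence readout, normalized to no-enzyme (full inhibition) and uninhibited wells.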
Tb PYK inh – T. brucei pyruvate kinase inhibition; Q57TT1; TbPYK enzyme, Kinase-Glo Plus ATP luminescence, 45 min; Potency, µM (series often up to 76.8 µM), for the others: top-dose activity, negative = inhibition, most hits filed as inhibitors; actives 0.12% (n = 410,000); AID 624173; further: potency means the concentration at half of the fitted maximal effect; on the % scale 0 is the no-effect control and ±100 the full control effect; nearly all actives have a fitted effect of over 50% in size
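ADP (130 uM final) triggers the TbPYK reaction after compound addition; incubation is 45 min at room temperature. Kinase-Glo Plus is then added and luminescence imaged. Normalized data are fitted to concentration-effect curves.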
AmpC inh no detg – blocks E. coli AmpC beta-lactamase in detergent-free assay | P00811 | AmpC nitrocefin hydrolysis, absorbance 480 nm, 0.0001% Triton | Potency, µM (doses to about 57.1 µM), for the others: top-dose activity change, negative = inhibition, most hits filed as inhibitors | actives 0.52% (n = 330,000) | AID 485341;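 further: potency means the concentration at half of the fitted maximal effect; plate controls were no compound for no effect and no enzyme for full effect; nearly all actives have a fitted effect of over 20% in size; some results filed as inactive show a strong effect at the top dose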
Target sequence (P00811 whole entry, looked up): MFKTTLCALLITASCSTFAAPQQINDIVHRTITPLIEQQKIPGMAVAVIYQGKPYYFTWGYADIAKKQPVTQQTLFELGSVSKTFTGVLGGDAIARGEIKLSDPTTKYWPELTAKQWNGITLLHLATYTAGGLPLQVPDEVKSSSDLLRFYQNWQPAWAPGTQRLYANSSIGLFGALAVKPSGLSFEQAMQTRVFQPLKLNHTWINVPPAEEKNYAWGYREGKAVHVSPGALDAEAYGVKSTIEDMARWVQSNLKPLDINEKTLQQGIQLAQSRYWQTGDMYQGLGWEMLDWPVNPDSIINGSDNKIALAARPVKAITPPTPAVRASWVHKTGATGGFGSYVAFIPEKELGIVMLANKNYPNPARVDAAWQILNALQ
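20 mM phosphate pH 7.0 + 0.01% (detergent screen) or 0.0001% Triton X-100; 5.3 nM AmpC reagent; cpd preinc 15 min RT; nitrocefin (800 uM stock) to start; A480 q20 s × 4 min; Activity was normalised to no-enzyme and no-compound control wells.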
Cycloheximide cs – affects cycloheximide protein synthesis inhibition readout, counter-screen; cell reporter, cycloheximide protein synthesis inhibition counterscreen; max response, %; actives 12% (n = 300,000); in the data active means max response mostly above about 13%, no sharp cut-off; inactive means mostly below about 14%; further: read at 38.3 µM for the half of the compounds with a filed dose; 0% is about no effect
Pf growth 48h – P. falciparum growth inhibition at 48 hours (one generation) | Potency, µM (series often up to 28.7 µM), for inactives: top-dose activity change, negative = inhibition, hits mostly inhibitors | P. falciparum luciferase growth in erythrocytes, 48 h | AID 504832 | actives 5.9% (n = 310,000); further: potency means the concentration at half of the fitted maximal effect; on the % scale 0 is the no-effect control and ±100 the full control effect
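Here the parasites carry a stable luciferase gene and grow inside erythrocytes in Albumax-based RPMI medium with compound for one erythrocytic cycle. Activity is scored as loss of luminescent signal.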
Active calls of the source: *; i = inactive; ? = inconclusive; nt = no result given; & = joins results of further samples; [ ] = remark or other dose. Unless noted, the call rests on the fitted dose curve; in most records, active means well fitted curve in the direction sought with a large enough effect; inconclusive means small, poorly fitted or top-dose-only effect, or another doubt; inactive means no such curve, though single readings can be large; an effect the other way counts as inactive or inconclusive.

SMILES,Shiga toxin inh,Pf growth 96h,LmPK inh,Tb PYK inh,AmpC inh no detg,Cycloheximide cs,Pf growth 48h
COC(=O)C1CCN(S(=O)(=O)c2ccc(NC(C)=O)cc2)CC1,18.7,48.4%[activator],-0.6%,0.8%,-1.6%,-3.8,nt
O=c1[nH]c(CN2CCc3ccccc3C2)nc2ccccc12,3.1,-14.2%,-6.0%,2.5%,-26.8%,0.9,22.3%
COc1ccc(/C=C(\C#N)C(=O)c2c(C)[nH]c3ccccc23)cc1OC,-14.9,9.6%,5.1%,2.5%,-32.7%,10.6,5.9%
O=C(NNC1=C(C(=O)C(F)(F)F)CCC1)c1cccc(O)c1,64.3*,45.1%[activator],4.1%,-1.1%,-36.9%,31.1*,127.7%[activator]
CCOC(=O)c1c(C)n(C)c2cc(Br)c(C(=O)OC)cc12,-6.1,4.1%,9.5%,3.2%,66.0%[activator],1.6,18.5%
CC(Oc1ccc(Cl)cc1Cl)C(=O)NCCCN(C)C (stereo not drawn),-3.9,?,1.3%,3.3%,1.6%,-3.7,nt
Cc1sc(NC(=O)c2cc(-c3ccccc3)nc3ccccc23)c(C(N)=O)c1C,-5.8,-16.1%,1.8%,1.8%,-15.3%,-1.4,-65.1%
COc1ccccc1NC(=O)c1csc2c1CCC(C)C2 (stereo not drawn),66.9*,?,0.6%,2.6%,198.9%[activator],50.9*,-80.3%
Cc1ccc(S(=O)(=O)N(CCC(=O)O)c2ccccc2)cc1,-6.4,-5.3%,0.5%,0.3%,-26.0%,-2.7,21.4%
CC1CCCN(c2ccc([N+](=O)[O-])s2)C1 (stereo not drawn),12.2,-9.8%,4.2%,-3.6%,-19.4%,16.0*,21.8%
Fc1ccc(C2c3[nH]c4ccccc4c3CCN2CCCn2cccn2)cc1 (stereo not drawn),-9.7,0.0%,4.2%,-1.6%,14.6%,-1.6,0.0%
COc1cc(C(=O)Nc2ccccc2N2CCN(S(C)(=O)=O)CC2)cc(OC)c1OC,-6.5,nt,0.2%,1.4%,-0.2%,-1.1,?
CC1(C)NC(C(=O)O)Cc2c1[nH]c1ccccc21 (stereo not drawn),-1.2,-1.9%,9.1%,-27.6%,139.0%[activator],-1.4,30.1%[activator]
Cc1cccc(-c2c3c(=O)n(C)c(=O)n(C)c3cn2C(C)(C)C)c1,4.8,?,-4.0%,-2.0%,0.2%,-1.9,-1.6%
CCCCN(C(=O)c1cnc2n(c1=O)CCS2)c1ccccc1,-1.5,0.8%,1.2%,-1.3%,0.0%,-4.2,-3.3%
CCOC(=O)CNC(=O)C1CCN(S(=O)(=O)c2ccc(-c3nn[nH]n3)cc2)CC1,-4.5,56.9%[activator],-6.7%,10.9%,-31.5%,7.4,-11.7%
CC(C)COc1ccc(C/C(N)=N/n2cnnc2)cc1,2.7,19.7%,-0.4%,-7.7%,0.7%,-1.6,3.1%
CC(=O)Nc1c(C)nn(C(C)=O)c1C,-3.7,-7.5%,-5.4%,-6.1%,-2.1%,-1.0,6.6%
O=C(CCCCC(=O)N1CCOCCOCCOCC1)OCc1ccccc1,6.9,48.6%[activator],-9.3%,-15.1%,25.5%,4.1,-10.4%
Cc1ccc(CNC(=O)COc2cccc3c2OC(C)(C)C3)cc1,nt,0.0%,nt,-11.4%,63.0%[activator],nt,-0.8%
CCOc1ccc(C(=O)Nc2ccccc2N2CCN(C(=O)c3ccccc3)CC2)cc1[N+](=O)[O-],-12.2,1.65µM*,2.2%,2.4%,53.0%,-1.6,1.31µM*
O=C(NC1c2ccccc2-c2ccccc21)N1CCOCC1,-8.3,-5.7%,0.4%,-2.5%,-11.1%,-3.1,5.1%
COCCCNC(=O)Cn1cc(C(=O)c2cccs2)c2ccccc21,-5.2,?,1.9%,-0.9%,2.9%,-3.8,6.4%
Cc1onc(-c2c(F)cccc2Cl)c1C(=O)OCN1C(=O)c2ccccc2C1=O,18.1,1.6%,2.3%,2.5%,1.5%,0.8,-22.8%
Cc1csc(NC(=O)c2ccncc2)n1,5.9,-48.0%,-4.2%,-3.4%,21.0%,2.8,?
CCc1nnc(NC(=O)Nc2ccc(OC)cc2)s1,24.6,2.3%,-8.0%,-3.0%,-28.6%,24.0*,nt
O=C(NNC(=O)C1CCCC1)c1ccc(F)cc1,10.8,9.7%,4.8%,2.9%,-9.0%,-5.7,-3.7%
O=C(NC1CCCC1)C(c1ccc(N2CCOCC2)cc1)N(C(=O)c1ccco1)c1ccccc1F (stereo not drawn),-9.0,-9.1%,2.9%,-2.2%,46.3%,-1.3,10.4µM*
O=c1cc(O)nc2n1CCCS2,-23.3,64.1%[activator],-3.8%,-3.0%,-8.4%,-2.8,41.1%[activator]
NNC(=S)NCc1cccnc1,-14.0,29.8%,0.4%,-8.0%,-35.9%,-1.5,10.1%

Reformatted with each value named: entries from further up.
> NNC(=S)NCc1cccnc1
  Shiga toxin inh = -14.0	Pf growth 96h = 29.8%	LmPK inh = 0.4%	Tb PYK inh = -8.0%	AmpC inh no detg = -35.9%	Cycloheximide cs = -1.5	Pf growth 48h = 10.1%

> CCCCN(C(=O)c1cnc2n(c1=O)CCS2)c1ccccc1
  Shiga toxin inh = -1.5	Pf growth 96h = 0.8%	LmPK inh = 1.2%	Tb PYK inh = -1.3%	AmpC inh no detg = 0.0%	Cycloheximide cs = -4.2	Pf growth 48h = -3.3%

> Fc1ccc(C2c3[nH]c4ccccc4c3CCN2CCCn2cccn2)cc1 (stereo not drawn)
  Shiga toxin inh = -9.7	Pf growth 96h = 0.0%	LmPK inh = 4.2%	Tb PYK inh = -1.6%	AmpC inh no detg = 14.6%	Cycloheximide cs = -1.6	Pf growth 48h = 0.0%

(more compounds)
SMILES,Shiga toxin inh,Pf growth 96h,LmPK inh,Tb PYK inh,AmpC inh no detg,Cycloheximide cs,Pf growth 48h
NC(=O)c1cccc2c1C(=O)N(C1CCCCC1)C2,-12.6,9.28µM*,-1.8%,-3.7%,-23.8%,11.6,5.3%
COc1ccc(C(=O)NCc2nnc(SCC(=O)N3CCCCC3)o2)cc1,-20.5,?,-8.4%,-0.7%,-12.5%,-0.9,?
CNC(=O)CCc1[nH]c2ccccc2c1Sc1ccccc1,14.3,5.22µM*,1.1%,5.0%,52.1%,-3.0,?
COc1ccccc1NC(=O)C(NC(=O)OC(C)(C)C)C(C)OCc1ccccc1 (stereo not drawn),-2.9,?,3.3%,-20.3%,22.2%,-4.1,?
COc1ccc(Cl)c(NCCC(=O)O)c1,-5.0,2.2%,-2.1%,nt,-8.3%,-2.1,-23.7%
CC(C)(C)c1ccc(C(=O)NC(CC(=O)O)c2ccc(OC3CCCC3)cc2)cc1 (stereo not drawn),11.2,-9.6%,2.2%,1.5%,-3.2%,1.0,34.0%[activator]
CCc1ccc(/C=C2/Sc3ccccc3N(CC(=O)NCCCN3CCOCC3)C2=O)cc1,-8.9,?,-3.8%,2.3%,193.8%[activator],6.4,?
O=C(CNCCO)N1CCc2ccccc21,16.2,7.0%,1.1%,-6.3%,94.4%[activator],1.3,-2.8%
CCCC[C@]12Cc3c(ccc4ccccc34)C(O1)C1=C(O2)C(=O)c2ccccc2C1=O,i,35.9%[activator][5.75 µM],-4.8%[11.5 µM],nt,-39.6%[11.4 µM],6.6,1.51µM*
O=C(c1ccccc1)c1ccc(OCC(O)CNCc2ccc(Cl)cc2)cc1 (stereo not drawn),16.1,-3.9%,-8.8%,-1.0%,44.3%,10.0,nt
COc1cc(/C=C(/C#N)c2nc3ccccc3[nH]2)ccc1OCC(=O)Nc1ccccc1C,-19.9,1.47µM*,0.7%,-3.7%,-7.9%,-4.2,?
CN(C)c1ccc(/C=N/O)cc1,50.9,89.2%[activator],-3.5%,-3.4%,-14.2%,14.9,54.8%[activator]
OCC(O)C(O)C(O)C(O)CO (stereo not drawn),11.7&-1.4,-1.6%&4.4%,nt,-4.7%&0.2%,nt,-4.8&0.9,-18.6%&13.9%
O=C(CSc1nc2ccc([N+](=O)[O-])cc2[nH]1)NC1CCCCCC1,-1.5,?,3.0%,-7.2%,-22.4%,0.2,23.0%
CNCCC(Oc1ccccc1C)c1ccccc1 (stereo not drawn),nt,?,nt,-3.8%,nt,nt,?
O=C(N[C@@H](c1ccccc1)[C@@H]1C[C@H]1C(=O)NCc1ccccn1)OCc1ccccc1,-2.3,-27.4%,-0.4%,-7.3%,23.2%,-2.2,19.6%
CN(c1ccccc1)c1nc(N)c([N+](=O)[O-])c(Nc2ccccc2)n1,18.0,-40.0%,-6.1%,9.7%,-28.2%,15.3,?
CC12CCC(C1)C(C)(C)C2OC(=O)c1ccccc1C(=O)O (stereo not drawn),21.5,-19.2%,-1.1%,-3.0%,-20.5%,1.4,1.6%
COc1ccc(CCNC(=O)Cn2ccc3c(OC)cccc3c2=O)cc1OC,12.1,3.8%,1.2%,2.3%,-11.1%,7.9,-13.8%
Cc1cccc(NC(=O)COc2ccc(Br)cc2)n1,71.9*,26.2%,-12.8%,0.8%,-11.8%,62.3*,27.8%
COc1ccc(N2C(=O)C(Cl)=C(Nc3ccc(OC)cc3OC)C2=O)cc1,30.5,27.0%,2.3%,3.4%,-2.7%,44.1*,11.1%
Cc1ccc(S(=O)(=O)N2CCCCC2)cc1C(=O)OC(C)C(=O)NCC1CCCCC1 (stereo not drawn),nt,?,nt,-0.9%,-7.6%,nt,0.3%
COCCNC(=O)c1onc(CCl)c1C(=O)OC,-12.5,?,0.8%,-6.4%,-9.1%,-4.1,-11.1%
CCCn1c(C2CCCN2c2nc(-c3ccc(OC)cc3)cs2)nc2ccccc21 (stereo not drawn),4.1,?,-0.6%,3.5%,45.7%,3.1,?
COc1cccc(NC(=O)N2CCCC2C(=O)NCc2ccccc2F)c1 (stereo not drawn),22.8,10.4µM*,1.6%,-2.6%,-5.0%,-0.6,14.9%
CCOc1ccccc1C(=O)Nn1c(C2CCC2)nc2ccccc2c1=O,4.9,73.2%[activator],3.5%,-13.1%,-2.8%,-2.7,-21.8%
CC1CCC(C(C)C)C(OC(=O)C[n+]2cc(-c3ccc(Cl)cc3)n3c2CCCCC3)C1 (stereo not drawn),17.8,2.94µM*,3.4%,-5.4%,24.7%[11.4 µM],0.4,2.94µM*
COC(=O)c1cc(NC(=O)c2cc(C(C)(C)C)nn2Cc2cccc(C)c2)ccc1N1CCOCC1,-6.6,?,2.4%,5.0%,159.7%[activator],-3.1,?
FC(F)(F)c1cnc(N2CCC(=NOCc3ccc(Cl)cc3)CC2)c(Cl)c1,-5.0,33.6%[activator],-0.6%,1.7%,-2.2%,-3.0,-7.2%
Cc1ccc(/C=C/C(=O)Nc2nccs2)o1,108.3*,272.1%[activator],-23.3%,?,-19.1%,55.2*,315.3%[activator]
C[C@@H]1C=C(C(=O)N2CCN(Cc3ccc4c(c3)OCO4)CC2)O[C@H](OCCCCO)C1,-12.6,28.8%,2.1%,2.3%,66.2%[activator],4.4,3.9%

Bioassay records from PubChem.
